# Glioma ERSR ind – induces the endoplasmic reticulum stress response in human glioma cells. AID 602332. 0.02% of 420,000 active. Potency, µM, for inactives: at the highest dose activation, usual class: activators. U87-MG GRP78 promoter luciferase reporter, 16 h; note: potency is the fitted concentration of half-maximal effect; series mostly up to about 76 µM; % of control where 0% means no effect; nearly all actives have a fitted effect of over 35% in size
#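 Stably transfected U87-MG glioma cells carrying a GRP78-based luciferase sensor; 16 h compound incubation. Luminescence end-point read 10 min after Bright-Glo addition at room temperature.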
# RGS4 inhibitor – inhibitors of human regulator of G protein signaling 4; AID 504845; Transcreener GDP fluorescence polarization, RGS4-accelerated GTP hydrolysis; 0.039% of 390,000 active; Potency, µM (highest dose often 114 µM), inactives show at the highest dose activity change, negative = inhibition, actives largely listed as inhibitors; P49798; note: potency is the fitted concentration of half-maximal effect; % is set by controls: 0 for no effect and ±100 for the full control effect; nearly all actives have a fitted effect of over 75% in size; some results filed as inactive show a strong effect at the top dose
#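 MLSMR compounds (23 nl, pin-transferred) preincubated 10 min at room temperature with a 500nM (2x) first reagent, then RGS4 at 900nM (2x) plus Transcreener GDP mix added; fluorescence polarization (620/688 nm) read before and after 90 min at 30 °C.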
# LDHA inh – inhibitors of human lactate dehydrogenase A; P00338; purified LDHA, NADH/diaphorase-resazurin fluorescence; active compounds read low; activity change, % (values are at about 110 or 230 µM); 0.15% of 480,000 active; AID 1347041; in the data active = activity change below about -30%; inconclusive = mostly about -25% to -30%;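 note: plate controls were DMSO wells for no effect and wells without enzyme for full effect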
#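 LDH5 2 nM; NADH 0.06 mM, pyruvate 0.2 mM; 200 mM Tris pH 7.4, EDTA, Tween-20; 5 min RT. Detection: diaphorase 0.133 mg/mL + resazurin 37 µM, fluorescence ex540/em590 at 0 and 20 min; normalized to enzyme-free and DMSO wells.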
# USP1 inh – USP1/UAF1 (human) deubiquitinase inhibition | AID 743255 | recombinant USP1/UAF1, Ub-Rhodamine cleavage fluorescence | O94782 | Potency, µM (titrated, usually from 57.1 µM), for inactives: at the highest dose activity change, negative = inhibition, usual class: inhibitors | 0.23% of 390,000 active; note: potency is the fitted concentration of half-maximal effect; % is set by controls: 0 for no effect and ±100 for the full control effect; nearly all actives have a fitted effect of over 60% in size; inactives centre near -12
#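 In this screen, compounds sit with the deubiquitinase complex (1nM) for 15 min at room temperature before Ub-Rho is added at 150nM final. Fluorescence rise is then followed for 6 reads every 60 seconds.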
# TrxR1 substrate – rat thioredoxin reductase 1 substrate activity. O89049. purified TrxR1 substrate turnover, NADPH consumption readout. 0.01% of 390,000 active. Potency, µM (doses to about 114 µM), for inactives: top-dose activity change, negative = substrate turnover; note: potency is the fitted concentration of half-maximal effect; % is set by controls: 0 for no effect and ±100 for the full control effect; nearly all actives have a fitted effect of over 50% in size
# Target sequence (O89049 whole entry, looked up): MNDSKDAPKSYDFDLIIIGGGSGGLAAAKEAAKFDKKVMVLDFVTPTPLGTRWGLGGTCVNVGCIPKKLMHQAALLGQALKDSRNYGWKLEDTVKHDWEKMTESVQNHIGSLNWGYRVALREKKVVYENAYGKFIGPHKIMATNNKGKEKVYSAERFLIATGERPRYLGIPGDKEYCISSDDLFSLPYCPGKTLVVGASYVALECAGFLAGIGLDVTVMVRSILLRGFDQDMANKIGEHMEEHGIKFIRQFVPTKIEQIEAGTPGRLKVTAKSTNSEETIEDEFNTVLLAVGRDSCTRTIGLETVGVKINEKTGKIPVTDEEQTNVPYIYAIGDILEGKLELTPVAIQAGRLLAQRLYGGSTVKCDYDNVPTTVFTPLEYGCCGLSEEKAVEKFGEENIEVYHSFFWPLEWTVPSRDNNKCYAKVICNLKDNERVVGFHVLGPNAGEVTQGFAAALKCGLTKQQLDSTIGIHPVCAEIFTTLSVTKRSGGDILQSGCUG
#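 Rat TrxR1, dispensed at 90 nM, was prereduced with 400 uM NADPH (final) for 5 min at ~22 deg C, then incubated with compound 15 min before 400 uM selenite. A first-read NADPH fluorescence drop versus no-compound background flagged substrates.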
# rTrxR1 inhibitor – blocks rat thioredoxin reductase 1 | O89049 | recombinant rTrxR1, NADPH fluorescence consumption, selenite substrate | Potency, µM (top dose mostly 114 µM), for inactives: at the top dose activity change, negative = inhibition, most hits filed as inhibitors | 1% of 390,000 active | AID 588453; note: potency is the fitted concentration of half-maximal effect; % is set by controls: 0 for no effect and ±100 for the full control effect; nearly all actives have a fitted effect of over 65% in size
#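 Rat TrxR1 (90 nM in the dispensed reagent) was pre-reduced with 400 uM NADPH for 5 min at room temperature, then incubated with compound for 15 min. After 400 uM selenite was added, NADPH fluorescence (Ex 340/Em 450 nm) was followed for 8 min.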
# IDH1 R132H inh – human IDH1 R132H inhibition | 0.093% of 390,000 active | IDH1-R132H enzyme, NADPH consumption, diaphorase/resazurin fluorescence | AID 602179 | O75874 | Potency, µM (doses to about 76.6 µM), for the others: at the highest dose activity change, negative = inhibition, most hits filed as inhibitors; note: potency is the fitted concentration of half-maximal effect; % is set by controls: 0 for no effect and ±100 for the full control effect; nearly all actives have a fitted effect of over 65% in size
# Target sequence (O75874 whole entry R132H, stated change not applied): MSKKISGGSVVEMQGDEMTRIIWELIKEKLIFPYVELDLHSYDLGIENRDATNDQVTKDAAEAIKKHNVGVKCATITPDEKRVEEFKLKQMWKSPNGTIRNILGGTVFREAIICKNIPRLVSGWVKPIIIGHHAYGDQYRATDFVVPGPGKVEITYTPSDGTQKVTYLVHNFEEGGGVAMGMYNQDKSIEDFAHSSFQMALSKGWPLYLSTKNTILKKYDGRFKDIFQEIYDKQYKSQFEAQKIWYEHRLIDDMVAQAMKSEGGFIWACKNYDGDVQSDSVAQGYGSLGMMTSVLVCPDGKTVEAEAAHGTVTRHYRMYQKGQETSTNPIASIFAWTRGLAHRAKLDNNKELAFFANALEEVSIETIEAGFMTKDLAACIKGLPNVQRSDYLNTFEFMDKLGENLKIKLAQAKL
#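 IDH1-R132H (0.5 ug/mL) preincubated 30 min with compound, then NADPH (0.016 mM) and alpha-KG (2 mM) added; 80 min at RT, pH 7.5. Remaining NADPH coupled via diaphorase/resazurin to fluorescence (540/590 nm); concentration-response curves normalized to no-enzyme control.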
# Vif-APOBEC3F blk – Vif-A3F binding inhibition; 0.2% of 390,000 active; AID 602313; HeLa A3F-eYFP + Vif (tagged APOBEC3F with the HIV-1 protein that degrades it), YFP fluorescence increase; Potency, µM (highest dose often 46.1 µM), without a hit: at the highest dose activity, negative = active; note: potency is the fitted concentration of half-maximal effect; % of control where 0% means no effect; nearly all actives have a fitted effect of over 65% in size
#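 HeLa cells stably expressing Vif plus C-terminally eYFP-tagged A3F were seeded, incubated overnight at 37 deg C, dosed with compound, incubated overnight again at 37 deg C. Yellow fluorescence (Ex 488/Em 500-530) reported blocked Vif-mediated A3F-eYFP degradation.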
# Vif-APOBEC3G blk – inhibitors of Vif-APOBEC3G interaction. HeLa A3G-eYFP + Vif (tagged APOBEC3G with the HIV-1 protein that degrades it), YFP fluorescence, overnight. Potency, µM (doses to about 46.1 µM), without a hit: at the highest dose activity, negative = active, actives largely listed as inhibitors. 0.076% of 410,000 active. AID 602310;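 note: potency is the fitted concentration of half-maximal effect; % is set by controls: 0 for no effect and ±100 for the full control effect; nearly all actives have a fitted effect of over 60% in size; hits raise eYFP signal because A3G escapes Vif-driven loss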
#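 Read-out is eYFP fluorescence (Ex 488/Em 500-530) from Vif-expressing HeLa A3G-eYFP cells; more signal means A3G escaped Vif-mediated degradation. Cells plated overnight, compound pinned in, incubated overnight at 37 deg C.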
# Numbers without * were called inactive; ? = inconclusive; [ ] = remark or other dose. Unless noted, calls come from the whole dose curve; as a rule, active = well fitted curve in the direction sought with a large enough effect; inconclusive = small, poorly fitted or top-dose-only effect, or another doubt; inactive = no such curve, though single readings can be large; an effect the other way counts as inactive or inconclusive. Only part of the results is shown (hit frequency here may not be typical).
Compound	Glioma ERSR ind	RGS4 inhibitor	LDHA inh	USP1 inh	TrxR1 substrate	rTrxR1 inhibitor	IDH1 R132H inh	Vif-APOBEC3F blk	Vif-APOBEC3G blk
O=C1CCCN1CN(C(=O)c1ccc2c(c1)OCO2)c1cccc(Cl)c1	-1%	-2%	0	-12%	2%	13%	9%	1%	-1%
O=C(CC(c1ccccc1)(c1ccccc1)c1ccccc1)N[C@@H](Cc1ccccc1)C(=O)O	-1%	13%	-2	-22%	5%	11%	-6%	-14%	-2%
Cc1ccc(/C=C(/C#N)C(=O)NC(=O)Oc2ccccc2)cc1	-1%	23%	-8	-5%	7%[57.1 µM]	18%[57.1 µM]	12%	2%	3%
O=C(CSc1cn(CC(=O)N2CCCC2)c2ccccc12)Nc1ccc(Cl)cc1	3%	-16%	-4	-5%	1%	-14%	8%	1%	3%
CCN(CC)S(=O)(=O)c1ccc(OC)c(NC(=O)c2cc(=O)[nH]c3ccccc23)c1	-2%	-10%	-1	-3%	0%	8%[57.1 µM]	8%	11%	-2%
CC(=O)c1c(C)[nH]c(C(=O)Nc2cccc(C(F)(F)F)c2)c1C	-3%	6%	-4	-11%	-6%[57.1 µM]	-17%[57.1 µM]	5%	-1%	-3%
CNC(=O)CSc1nnc(-c2ccncc2)n1Cc1ccccc1	0%	20%	-17	-5%	-12%	-14%	-1%	-7%	0%
O=C(CCN1C(=O)c2ccccc2C1=O)Nc1cccc(O)c1	-3%	-12%	-2	-19%	4%[57.1 µM]	3%[57.1 µM]	-4%	8%	4%
COC(=O)CC1Oc2ccc(C)cc2NC1=O (stereo not given)	-2%	-2%	-5	-17%	7%[57.1 µM]	-6%[57.1 µM]	12%	-3%	0%
CC1CCN(C(=O)Cn2cc(C(F)(F)F)ccc2=O)c2ccccc2S1 (stereo not given)	-3%	7%	-2	-14%	2%	8%	15%	-21%	1%
Cc1ccc(S(=O)(=O)c2cn(Cc3ccccc3)c3cc(N4CCCCC4)c(F)cc3c2=O)cc1	-3%	1%	-8	-9%	40%[activator]	37%[activator]	5%	3%	-4%
COc1cc(C(=O)Oc2c(Sc3ccc(C)cc3)c(C)nn2-c2ccccc2)cc(OC)c1OC	1%	-46%	-3	-2%	-11%	15%	-15%	3%	2%
CCCCCCCC(=O)Nc1ccc(S(=O)(=O)Nc2nccs2)cc1	-5%	2%	-1	-16%	-4%	3%	5%	-6%	2%
N=c1ccn(Cc2cccc(F)c2)cc1	-4%	-10%	-7	-7%	2%[57.1 µM]	9%[57.1 µM]	0%	6%	0%
CCCN(CCC)CCCNC(=O)c1cc2cc3ccc(OC)cc3nc2o1	-3%	-25%	0	-9%	821%[activator]	?	7%	-8%	5%
CC(=O)c1ccc(N=Nc2c(C)[nH][nH]c2=O)cc1	4%	7%	-5	-25%	-11%	7%[11.4 µM]	1%	-22%	1%
O=C(O)C1CCC(=O)N(C2CCCCC2)C1c1ccccc1Cl (stereo not given)	-2%	-2%	-10	-15%	-4%	6%	-12%	-11%	1%
COc1ccc(C(=O)CC(=O)C(=O)Nc2cc(Cl)c(OC)cc2OC)cc1	0%	-4%	5	-23%	-7%	1%	1%	9%	0%
COc1cc(-n2c(=O)c3ccccc3n(Cc3cccc(F)c3)c2=O)cc(OC)c1OC	-3%	0%	-4	-7%	-1%	20%	-5%	-5%	-2%
Cc1c(-c2ccc(F)cc2)nc(N)c(C#N)c1-c1cccs1	-1%	12%	0	-19%	3%	11%	0%	-1%	-7%
CC(C)c1ccc(C(=O)CN2C(=O)NC3(CCc4ccccc43)C2=O)cc1 (stereo not given)	-2%	15%	-1	-4%	-14%	3%[57.1 µM]	0%	0%	1%
CCOc1cccc(OCCCOc2ccccc2)c1	-3%	-18%	-4	-19%	8%[57.1 µM]	16%[57.1 µM]	3%	2%	-1%
CCc1cccc(CC)c1NC(=S)N(CCN(C)C)C(C)c1cccnc1 (stereo not given)	-2%	15%	-7	0%	3%[57.1 µM]	-6%[57.1 µM]	4%	2%	6%
C=CCNC(=S)NCCO	1%	-4%	-3	-20%	7%	15%	1%	-3%	-8%
Cc1cc(C(=O)OCn2nnc3ccccc3c2=O)c(C)n1-c1ccccc1	10%	-43%	-2	-21%	-6%	12%[57.1 µM]	5%	-1%	-1%
CCc1ccc(N2CC34C=CC(O3)C(C(=O)OC(C)C)C4C2=O)cc1 (stereo not given)	0%	13%	2	?	3%[57.1 µM]	9%[57.1 µM]	-8%	0%	0%
Cc1nn(CC(=O)NCc2ccco2)c(C)c1[N+](=O)[O-]	-4%	13%	-7	-26%	1%	11%	17%	1%	-6%
Cc1ccc(NC(=O)COC(=O)c2nn(C)c(=O)c3ccccc23)cc1F	-1%	1%	1	-12%	3%	?	11%	-4%	-1%
COCCNC(=O)COc1ccc(Nc2ccccc2)cc1	-2%	22%	1	-2%	-9%	-12%	12%	0%	1%
CNC(=O)c1ccccc1NC(=O)c1ccc(C)c(S(=O)(=O)N2CCCCC2)c1	-3%	-2%	-3	-12%	11%[57.1 µM]	26%[57.1 µM]	-1%	2%	1%

# Part of the list above, showing only Glioma ERSR ind, rTrxR1 inhibitor and TrxR1 substrate:
Structure	Glioma ERSR ind	rTrxR1 inhibitor	TrxR1 substrate
COc1cc(C(=O)Oc2c(Sc3ccc(C)cc3)c(C)nn2-c2ccccc2)cc(OC)c1OC	1%	15%	-11%
CCCCCCCC(=O)Nc1ccc(S(=O)(=O)Nc2nccs2)cc1	-5%	3%	-4%

# Next part.
Compound	Glioma ERSR ind	RGS4 inhibitor	LDHA inh	USP1 inh	TrxR1 substrate	rTrxR1 inhibitor	IDH1 R132H inh	Vif-APOBEC3F blk	Vif-APOBEC3G blk
COc1ccc(CN2CCNC(=O)C2CC(=O)N(C)CCC2CCOCC2)c(OC)c1 (stereo not given)	0%	1%[56.9 µM]	0	-8%	6%[57.1 µM]	10%[57.1 µM]	-6%	6%	7%
CCC(C(=O)NC(C)CCc1ccco1)n1nc(C)n2c(cc3occc32)c1=O (stereo not given)	0%	-10%	-7	4%	-8%	-22%	0%	-13%	-1%
Cc1cc2ncn(N)c2cc1C	-2%	-15%	-5	-13%	11%	14%	7%	0%	-3%
COc1ccccc1N1CCN(C(=O)CN2C(=O)C3CCCCC3C2=O)CC1 (stereo not given)	4%	-16%[56.9 µM]	-1	-17%	2%	29%	-6%	-2%	1%
CC(C)(C)NC(=O)C1CCC(CNS(=O)(=O)c2cccc3nsnc23)CC1 (stereo not given)	-6%	-54%	-18	-16%	3%	27%	0%	-4%	0%
NCCCC[C@H]1CNC(=O)C(=O)N1CCc1cccc(F)c1	-4%	-7%	0	?	1%[57.1 µM]	19%	-10%	4%	2%
Cc1c(C(=O)N2CCC(C)CC2)oc2ccc3c(c12)C(O)CC1(CCCCC1)O3 (stereo not given)	-1%	-4%[56.9 µM]	2	-20%	9%	43%[activator]	-8%	-2%	1%
COc1ccc(-n2c(=S)[nH]c3[nH]ncc3c2=O)cc1	-1%	-27%	3	-11%	6%	-11%[57.1 µM]	4%	8%	0%
COc1ccc(C(C)NC(=O)c2ccc(Cl)cc2)cc1OC (stereo not given)	-4%	1%	-6	-7%	6%	19%	5%	2%	-2%
CCOc1cc(S(=O)(=O)NCc2ccccc2)ccc1Br	-2%	-3%	-11	-26%	0%	6%	10%	-9%	-2%
C/C(=N/N=C1/NC(=O)CC(C(=O)Nc2ccccc2)S1)c1cccs1 (stereo not given)	7%	-12%	-5	-21%	-6%	-1%	-6%	2%	-7%
Cn1cccc1C(=O)OCC(=O)Nc1ccc2[nH]c(=O)[nH]c2c1	0%	-6%	-2	-24%	6%	24%	-7%	1%	0%
CCc1ccc(NC(=O)C(=O)NNC(=O)COc2cccc(OC)c2)cc1	-4%	-42%	-6	-1%	-2%	4%	1%	1%	2%
Cc1cc(C)cc(NC(=O)Cn2c(=O)n(CCC(C)C)c(=O)c3cccnc32)c1	-2%	4%	-10	-15%	12%	6%	-1%	2%	-2%
CCC(C)Sc1nc2c(c(=O)[nH]c(=O)n2C)n1CC(O)COc1ccccc1C (stereo not given)	-4%	-28%[56.9 µM]	-1	-4%	-6%	-1%	6%	-2%	1%
Cc1ccc(CNC(=O)CCCC(=O)Nc2cc(C)on2)cc1	-4%	?	-4	0%	11%[57.1 µM]	21%[11.4 µM]	19%	-14%	-1%
O=C(CCc1ccccc1)N/N=C/c1cccc([N+](=O)[O-])c1	-4%	-31%	2	-18%	2%	3%	12%	1%	0%
Oc1ccc(Oc2ccc3c(C(F)(F)F)cc(C(F)(F)F)nc3n2)cc1	-3%	4%	6	-23%	-1%	13%	-5%	-11%	-9%
CN(C(=O)CSc1nc2ccc(NC(=O)c3ccccc3)cc2s1)c1ccccc1	0%	5%	-2	-15%	3%	14%	0%	-2%	-9%
CCc1ccc(-c2nc(CN3CCCC(C(=O)NCc4ccc(C)cc4)C3)c(C)o2)cc1 (stereo not given)	-2%	18%	-3	-22%	-3%	22%	-15%	0%	0%

# High-throughput results (PubChem BioAssay)
